Screening data deposited in PubChem BioAssay by several laboratories.
HTRA1 inhibitor – HTRA1 (human) protease inhibition; 340,000 compounds, 0.5% hits; inhibition, % at 5.96 µM; AID 504803; Q92743; recombinant HTRA1, FP-rhodamine activity-based probe, fluorescence polarization; in the data active = inhibition above about 36%;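 note: 0% = enzyme with DMSO and 100% = wells lacking enzyme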
Target sequence (Q92743 whole entry, looked up): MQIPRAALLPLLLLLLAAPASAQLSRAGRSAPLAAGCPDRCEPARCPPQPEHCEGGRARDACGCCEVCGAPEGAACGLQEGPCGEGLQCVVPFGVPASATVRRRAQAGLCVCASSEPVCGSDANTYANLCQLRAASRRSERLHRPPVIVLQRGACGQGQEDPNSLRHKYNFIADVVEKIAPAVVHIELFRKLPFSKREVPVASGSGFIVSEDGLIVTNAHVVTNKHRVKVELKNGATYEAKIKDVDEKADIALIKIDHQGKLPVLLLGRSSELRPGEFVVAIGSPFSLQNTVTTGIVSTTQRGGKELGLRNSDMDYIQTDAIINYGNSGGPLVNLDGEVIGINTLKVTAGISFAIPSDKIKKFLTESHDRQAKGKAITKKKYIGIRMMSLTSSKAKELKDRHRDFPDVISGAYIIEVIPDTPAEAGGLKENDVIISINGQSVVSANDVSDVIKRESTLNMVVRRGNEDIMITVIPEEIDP
SMARCA2 act – SMARCA2 function activation, primary screen | 370,000 compounds, 1% hits | MG213 cells, MMTV-luciferase reporter, dexamethasone, overnight | activation, % at 9.1 µM; in the data active = activation above about 7.8%;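 note: 0% = vehicle wells and 100% = reference activator wells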
NPR1 activator – GC-A (human) enzyme activation; 370,000 compounds, 0.14% hits; P16066; HEK293 GC-A cells, cGMP TR-FRET, EC30 ANP; 0% at EC30 ANP, 100% saturating ANP; activation, % at 10 µM; in the data active = activation above about 40%
NPR2 activator – GC-B (human) receptor activation; activation, % at 10 µM; HEK293-GC-B cells, CNP EC30, cGMP TR-FRET; 0% at EC30 CNP, 100% saturating CNP; P20594; 370,000 compounds, 0.11% hits;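 active = activation at 10 µM reaching about 35% in either raw or pattern-adjusted values, limit read from the data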
ARFGAP1 inh – rat ARFGAP1 inhibition | inhibition, % at 16.5 µM | 360,000 compounds, 0.26% hits | Arfgap1-stimulated ARF1 GTP hydrolysis, GDP FP detection | Q62848;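 active = inhibition above a per-plate limit, mean inhibition of low control wells plus 3 SD, cut at about 25% in these data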;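 note: 0% = DMSO wells with enzyme and 100% = wells lacking Arfgap1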
Target sequence (Q62848 1-136 limits assumed): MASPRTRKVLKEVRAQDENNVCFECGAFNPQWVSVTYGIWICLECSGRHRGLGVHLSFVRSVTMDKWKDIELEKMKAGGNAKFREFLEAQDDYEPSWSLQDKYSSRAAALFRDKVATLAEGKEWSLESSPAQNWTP
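Assay system: purified rat His6-Arfgap1 residues 1-136 (GAP domain); Reagent: human Δ17 ARF1 bound to GTP; Dosing: 16.5 µM single point, 1.26% DMSO; Times: GTP hydrolysis reaction 2 h at 25 °C; Signal: FP, GDP Alexa 633 tracer displaced from anti-GDP antibody, 620/688 nm; Measure: % inhibition from polarization.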
PG9 binder – PG9 antibody binding by small molecule | TR-FRET gp120-PG9 antibody binding | inhibition, % at 6.7 µM | 360,000 compounds, 0.43% hits | AID 624416; in the data active = inhibition above about 8.5%
rCAG RNA binder – binds r(CAG) RNA repeats; r(CAG) RNA repeat, TO-PRO-1 dye displacement fluorescence; inhibition, % at 3 µM; 370,000 compounds, 1.3% hits; AID 651821;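 active = inhibition above the plate cutoff, the mean of all test compounds on that plate plus 3 SD, cut at about 35% in these data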;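 note: 0% = DMSO alone and 100% = 100 µM mitoxantrone as full dye displacement; higher means more dye released from RNA so lower well fluorescence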
ASAP1 GAP inh – blocks human ASAP1-stimulated Arf1 GTP hydrolysis. 360,000 compounds, 0.19% hits. AID 624377. GDP FP detection. Q9ULH1. inhibition, % at 16.5 µM; in the data active = inhibition above about 25%;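 note: 0% = vehicle with enzyme and substrate and 100% = no enzyme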
Target sequence (Q9ULH1 325-724 limits assumed): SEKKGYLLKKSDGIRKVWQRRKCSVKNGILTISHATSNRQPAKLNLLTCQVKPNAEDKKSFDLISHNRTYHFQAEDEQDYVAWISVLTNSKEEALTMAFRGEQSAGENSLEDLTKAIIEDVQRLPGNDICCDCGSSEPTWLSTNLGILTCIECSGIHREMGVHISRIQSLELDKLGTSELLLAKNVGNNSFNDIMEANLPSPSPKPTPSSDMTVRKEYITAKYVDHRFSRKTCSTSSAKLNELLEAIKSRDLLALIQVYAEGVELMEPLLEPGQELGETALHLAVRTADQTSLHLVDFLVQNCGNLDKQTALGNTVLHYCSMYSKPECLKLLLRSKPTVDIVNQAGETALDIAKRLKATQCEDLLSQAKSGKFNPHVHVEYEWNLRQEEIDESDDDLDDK
ABHD4 inh – inhibits mouse alpha/beta hydrolase domain 4. Q8VD66. purified mABHD4, FP-Rh probe fluorescence polarization. inhibition, % at 8.92 µM. 370,000 compounds, 0.54% hits;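 active = inhibition exceeding the mean over every tested compound plus 3 SD, cut at about 30% in these data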;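 note: 0% = plate median of compound wells and 100% = S159A mutant with DMSO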
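assay system = mABHD4 protein | compound dosing = single nominal dose of 8.92 µM, 0.89% DMSO final | read-out basis = percent inhibition of probe binding, normalized to plate controls | schedule = Enzyme–compound pre-incubation 45 min, then probe 60 min, both 25 °C | detection = fluorescence polarization, excitation 525 nm, emission 598 nm, BODIPY TMR filters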
Rev-erbA mod – Rev-erb alpha (human) modulation | P20393 | Rev-erbα–FITC-DNA binding, fluorescence polarization, 90 min | activity, % at 10 µM | 370,000 compounds, 0.79% hits;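 active = activity above about 14%, limit read from the data; passing the limit was not always enough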;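 note: 0% = DMSO wells with 35 nM protein and 100% = DMSO wells with 750 nM protein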
Numbers without * were called inactive; · = not tested or not shown.

SMILES	HTRA1 inhibitor	SMARCA2 act	NPR1 activator	NPR2 activator	ARFGAP1 inh	PG9 binder	rCAG RNA binder	ASAP1 GAP inh	ABHD4 inh	Rev-erbA mod
O=c1c(CN2CCN(c3ccccn3)CC2)coc2ccccc12	2	1	1	-2	4	-0.9	-3	3	1	-2
CCN(CC(=O)Nc1c(F)cccc1F)C(=O)c1ccc(C#N)cc1	4	-3	2	0	-9	-2.8	-3	-12	1	3
COc1ccccc1OCCCOc1ccc([N+](=O)[O-])cc1Cl	-16	6	-4	-11	-6	-0.3	-4	6	-7	-2
COc1ccc(CNC(=O)CN2C(=O)C3CCCN3c3ncc(Cl)cc32)cc1 (configuration not stated)	-31	-3	2	3	3	1.8	19	3	-10	43*
O=C(NCc1cccs1)C1CC(c2ccc(F)cc2)=NO1 (configuration not stated)	7	5	-4	5	-2	-1.1	-4	3	2	5
CCO[C@H]1OC(C(=O)O)=C[C@@H](c2cn(C(C)=O)c3ccccc23)[C@@H]1CCCO	1	0	0	-1	-3	0.5	3	-4	3	-4
CN(CC(=O)Nc1ccc(Cl)cc1)S(=O)(=O)c1ccc2c(c1)n(C)c(=O)c(=O)n2C	3	0	8	0	-5	0.0	0	7	4	63*
CC12CC(NC(=O)N1c1cccc(C(=O)N3CCN(c4ccccc4F)CC3)c1)c1ccccc1O2 (configuration not stated)	-4	-4	-2	-2	4	0.8	2	7	1	-3
CC(C)(C)OC(=O)NCCCCCNC(=O)c1ncn2c1c(=O)[nH]c1ccccc12	-3	-2	6	-6	14	-5.4	3	-7	-3	0
Cc1cc(C)c(NC(=O)CSc2nccn2C)c(C)c1	5	0	1	1	0	-0.2	0	17	-3	0
COc1ccccc1-n1cnnc1SCC(=O)NCc1cccs1	7	0	0	-6	8	1.5	0	1	-5	3
CCOc1ccc(C(c2c(NC(=O)c3ccccc3)sc(C)c2C)N2CCN(CCO)CC2)cc1 (configuration not stated)	-20	-1	-22	-18	4	-0.9	-2	-1	1	2
COc1cc2[nH]c(=O)n(CCCC(=O)N3CC=C(c4ccccc4)CC3)c(=O)c2cc1OC	5	-1	-8	-4	-3	0.1	1	8	-4	3
COC(=O)c1cccc(N(CC(=O)NC2CCCC2)C(=O)CCC(=O)Nc2cc(C)on2)c1	3	3	1	3	-1	-2.6	-6	6	4	2
CS(=O)(=O)c1ccccc1C(=O)Nc1cc(Cl)ccc1-n1cncn1	6	-2	-1	2	-9	0.3	0	-9	2	4
Nc1c(C(=O)NC2CCCC2)c2nc3ccccc3nc2n1/N=C/c1cccnc1	-9	-4	0	-1	2	-1.8	5	11	-15	-4
COc1ccc(/C=N/NC(=O)c2[nH]c3ccc(Br)cc3c2-c2ccccc2)cc1	-37	4	-4	-2	5	-1.2	6	3	-9	-3
C/C(=N\OCC(=O)N/N=C/c1ccccc1O)c1cccs1	-4	-3	-3	0	0	-0.7	2	-4	1	-2
CC(C)C[C@H]1CN(CCCC[C@H]2CNC(=O)C(=O)N2CCc2ccccc2)C(=O)C(=O)N1CCc1ccc(O)cc1	·	-1	3	4	-12	0.1	2	8	0	-1
CCc1noc(C)c1C(=O)OCC(=O)N(CCOC)c1c(N)n(Cc2ccccc2)c(=O)[nH]c1=O	4	2	3	7	-3	0.0	-4	2	-1	-4
O=C(CCn1c(=O)[nH]c2ccsc2c1=O)N1CCN(Cc2ccc3c(c2)OCO3)CC1	-4	-4	-1	-4	-4	0.1	-3	10	0	1
COc1cccc(NC(=O)COC(=O)C2CCN(S(=O)(=O)c3cccs3)CC2)c1	4	-1	1	-4	-9	-1.1	2	-13	-3	3
COc1ccccc1NS(=O)(=O)c1ccc(NC(=O)c2ccncc2)cc1	0	-3	-6	-7	-4	0.0	3	3	-10	-2
Cc1ccccc1-c1cc2nc(NCc3ccccc3)n(C)c(=O)c2s1	·	-3	2	-4	14	1.1	7	8	-43	-7
CC(C)[C@H](N)c1nnc(SCc2ccc(Cl)cc2)o1	0	-4	4	5	18	1.0	0	2	-9	5
O=S(=O)(c1cccs1)N1CCN(c2ncccn2)CC1	-1	-1	-1	-2	2	-1.1	6	5	4	2
Cc1ccccc1-n1nc(-c2ccc(N)cc2)cc1N	-1	0	5	5	3	-1.8	9	0	-2	1
c1ccc(-c2csc(NC3CCCCC3)n2)cc1	0	3	10	-2	-4	-1.6	6	-13	0	-2
COc1ccc(-n2c(-c3ccc(Br)cc3)c[n+]3c2CCCCC3)cc1	·	-8	-1	0	11	0.1	1	-1	3	-3
CCCCN(C(=O)CSc1nnnn1C)C1CCS(=O)(=O)C1 (configuration not stated)	1	0	0	1	-10	0.7	0	14	3	-7
COc1cc(-c2coc3c(C(=O)NCc4cccc(Cl)c4)cccc23)ccc1O	·	-2	-6	4	17	0.1	13	17	3	-2
O=C(Nc1cc(=O)[nH]c2ncnn12)c1ccccc1	-3	-1	-2	-9	-7	2.1	2	-17	-8	1
O=C(c1ccco1)N1CCN(C2CC(=O)N(c3ccc(C(F)(F)F)cc3)C2=O)CC1 (configuration not stated)	-4	-3	-4	-4	1	-1.8	-1	-4	5	3
CCc1ccc(NC(=O)NNC(=O)c2ccc3ccccc3c2O)cc1	11	-1	-1	-2	1	0.0	29	3	6	-6
CC1CCN(C(=O)CC#N)CC1	2	-3	1	-1	2	-0.4	-1	-3	5	2
COc1ccccc1C(=O)NCCCNc1nc2cc(C)cc(C)c2cc1C#N	-13	-6	5	7	1	-2.6	4	0	2	-5
Fc1ccc(-c2cc3nc(-c4ccccc4)cc(N4CCOCC4)n3n2)cc1	-2	0	3	-4	2	0.3	1	-4	2	17
CN(CC(=O)O)c1ccc(S(=O)(=O)N2CCOCC2)cc1[N+](=O)[O-]	-4	-3	2	0	-1	0.1	4	-1	2	1
Fc1ccc(-n2[nH]nnc2=S)cc1N1CCCC1	7	-1	6	-1	-4	-0.4	13	-7	12	-4
CC1=CCC(C(=O)N/N=C/c2cccs2)C(c2ccc(F)cc2)C1 (configuration not stated)	-37	-3	4	-4	-6	3.4	2	-2	-6	-2
CCCCNc1c(-c2ccc(OC)c(SC3CCCCC3)c2)nc2ccc(Cl)cn12	5	1	18	12	6	-0.6	1	19	3	1
CCn1c(SCc2ccc(C(=O)Nc3cc(C)cc(C)c3)cc2)nnc1-c1ccncc1	-16	-2	0	9	-6	1.6	-2	1	-18	1
Cc1ccc(NC(=O)CN2CCCC2)cc1Br	6	-1	3	0	-5	-1.4	-5	-2	6	-6
Cc1ccc(OCC(=O)N2CCN(S(=O)(=O)c3ccc(Cl)s3)CC2)cc1C	-3	1	-3	-4	1	0.7	2	-12	-1	1
CSc1ccccc1OCc1cc(C(=O)N(Cc2nccn2C)C(C)C)no1	0	-1	1	1	10	0.0	-4	10	2	4
CC(C)(C)OC(=O)N1CCCC(C(=O)Nc2cccc(C(=O)N3CCCCC3)c2)C1 (configuration not stated)	3	-3	3	0	-5	0.5	0	-3	-1	-5
Cc1ccc(S(=O)(=O)NN=Cc2c(O)ccc3ccccc23)cc1	1	-1	1	-2	-13	-0.7	41*	-7	11	1
COc1ccc(CNC(=O)c2cn(Cc3ccccc3OC)c(=O)s2)cc1	·	-2	1	6	1	-0.8	2	19	0	5
COc1ccc(-c2nnc(SCc3cc(C)ccc3C)n2N)cc1	-7	1	-5	-4	-7	-0.9	-5	-1	-3	1
O=C(CC1SC(N2CCCCC2)=NC1=O)Nc1cccc(C(=O)NCc2ccc(F)cc2)c1 (configuration not stated)	-8	-1	0	-1	-3	-0.9	-4	-5	3	5
Cc1ccc(/C=C/C(=O)O)cc1S(=O)(=O)N1CCc2ccccc2C1	3	-4	4	4	-15	-3.4	16	-1	-9	-1
C#CCOCCOCCOCCNc1nc(N2CCN(C(=O)[C@H](CCCN=C(N)N)n3cc(C(N)[C@@H](C)CC)nn3)CC2)nc(N2CCN(C(=O)[C@H](CCC(=O)O)n3cc([C@@H](N)[C@H](C)CC)nn3)CC2)n1 (some centres not stated)	1	-5	5	-5	-3	1.4	3	-2	1	-3
Cc1ccc(O)c(NC(=S)NC(=O)c2ccc(-c3ccc(Cl)cc3)o2)c1	-28	2	0	0	-1	-3.4	14	16	-8	5
O=C(CCN1CCCC1)Nc1cccc(Br)c1	8	0	3	-5	1	1.0	-1	11	0	1
O=C(CSc1nnc(NC(=O)c2c(F)cccc2F)s1)NCc1ccc(F)cc1	2	1	0	5	-13	-1.4	3	-9	3	-4
Cc1cc(C)c(/C=N/NC(=O)c2nnn(-c3nonc3N)c2COc2ccc(F)cc2)c(C)c1	·	-3	-5	-2	6	-1.3	9	0	-18	-1
Cc1ccc(CN2CCN(/N=C/c3cccs3)CC2)cc1	5	-3	2	3	3	-1.1	-9	-17	-5	-4
CCN(CC)CCNC(C(=O)Nc1cc(C(F)(F)F)ccc1Cl)c1ccccc1 (configuration not stated)	-3	6	-11	-10	-12	-2.7	-5	1	10	4
CC(C)(C)OC(=O)N1CCC(C(=O)Nc2ccc3c(c2)CCC3)CC1	-4	4	3	-3	6	1.2	-3	9	4	5
CCc1nc2ccc(C(=O)N(C)CCCN(C)C)cn2c1N(C)CCCc1ccccc1	·	-1	-7	-12	-8	-0.9	-1	-8	-4	-3
(more compounds)
SMILES	HTRA1 inhibitor	SMARCA2 act	NPR1 activator	NPR2 activator	ARFGAP1 inh	PG9 binder	rCAG RNA binder	ASAP1 GAP inh	ABHD4 inh	Rev-erbA mod
O=C(Nc1ccc(NC(=O)C2CC2)nc1)c1ccccn1	-1	3	3	3	-6	0.0	-4	-7	6	-2
COc1ccc(-c2sc3ccc(OC)cc3c2C#Cc2cncn2C)cc1	-57	1	-19	-25	3	-0.4	10	3	-11	-5
Cc1ccc(/C=N\NC(=O)C2COc3cc4ccccc4cc3O2)o1 (configuration not stated)	-18	0	1	1	-1	-0.1	3	0	-16	1
Cc1cc(C)c2nc(N(CCN(C)C)C(=O)c3ccc4ccccc4c3)sc2c1	-7	-3	-4	2	8	-1.2	0	1	9	-1
Cc1cccc(-c2cc3nc(C)cc(N4CC(C)CC(C)C4)n3n2)c1 (configuration not stated)	-9	0	-3	2	-9	-1.2	0	-15	3	-2

Exported field by field: two of the compounds above
> O=C(Nc1ccc(NC(=O)C2CC2)nc1)c1ccccn1
  HTRA1 inhibitor: -1	SMARCA2 act: 3	NPR1 activator: 3	NPR2 activator: 3	ARFGAP1 inh: -6	PG9 binder: 0.0	rCAG RNA binder: -4	ASAP1 GAP inh: -7	ABHD4 inh: 6	Rev-erbA mod: -2

> COc1ccc(-c2sc3ccc(OC)cc3c2C#Cc2cncn2C)cc1
  HTRA1 inhibitor: -57	SMARCA2 act: 1	NPR1 activator: -19	NPR2 activator: -25	ARFGAP1 inh: 3	PG9 binder: -0.4	rCAG RNA binder: 10	ASAP1 GAP inh: 3	ABHD4 inh: -11	Rev-erbA mod: -5

Single records (already shown).
COc1ccc(-c2sc3ccc(OC)cc3c2C#Cc2cncn2C)cc1 reads HTRA1 inhibitor: -57; SMARCA2 act: 1; NPR1 activator: -19; NPR2 activator: -25; ARFGAP1 inh: 3; PG9 binder: -0.4; rCAG RNA binder: 10; ASAP1 GAP inh: 3; ABHD4 inh: -11; Rev-erbA mod: -5
Cc1ccc(/C=N\NC(=O)C2COc3cc4ccccc4cc3O2)o1 (configuration not stated) reads HTRA1 inhibitor: -18; SMARCA2 act: 0; NPR1 activator: 1; NPR2 activator: 1; ARFGAP1 inh: -1; PG9 binder: -0.1; rCAG RNA binder: 3; ASAP1 GAP inh: 0; ABHD4 inh: -16; Rev-erbA mod: 1
